# GLD-1 RNA inh: GLD-1-TGE RNA interaction inhibition (C. elegans); purified GLD-1 + fluorescein TGE RNA, fluorescence polarization; inhibition, % at 5.96 µM; 320,000 compounds, 0.44% hits; AID 2280;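 active = percent inhibition above a per-plate cutoff, the plate mean of test compounds plus 3 SD, cut at about 30% in these data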;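 also: 0% = DMSO wells with GLD-1 and probe and 100% = wells lacking GLD-1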
# Target sequence (Q17339 whole entry, looked up): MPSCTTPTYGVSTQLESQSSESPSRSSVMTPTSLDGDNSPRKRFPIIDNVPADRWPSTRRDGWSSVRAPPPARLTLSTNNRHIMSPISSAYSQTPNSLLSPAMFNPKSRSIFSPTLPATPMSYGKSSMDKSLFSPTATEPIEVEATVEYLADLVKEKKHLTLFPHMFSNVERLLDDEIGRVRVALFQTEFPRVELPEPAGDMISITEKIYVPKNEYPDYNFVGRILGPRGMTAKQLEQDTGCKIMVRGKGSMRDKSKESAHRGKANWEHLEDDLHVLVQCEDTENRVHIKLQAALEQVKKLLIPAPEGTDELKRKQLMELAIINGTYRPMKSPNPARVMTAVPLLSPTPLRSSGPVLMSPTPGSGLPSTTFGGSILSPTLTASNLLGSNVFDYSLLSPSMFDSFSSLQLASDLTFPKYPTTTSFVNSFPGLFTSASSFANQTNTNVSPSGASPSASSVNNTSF
# Bcl-xL primary: blocks human Bcl-xL binding to Bim BH3 peptide; Q07817; AID 2129; 320,000 compounds, 0.7% hits; inhibition, % at 10.9 µM; GST-Bcl-xL / FITC-Bim BH3 peptide fluorescence polarization;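 active = inhibition above the mean of all tested compounds plus 3 SD, cutoff set per campaign, cut at about 30% in these data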;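 also: 0% = DMSO wells and 100% = unlabeled Bim-BH3 peptide competitor; inhibitors lower millipolarization by displacing the labeled peptide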
# AHR activator: human AHR activation; P35869; AHR-responsive luciferase reporter cells, luminescence; activation, % at 5 µM; 320,000 compounds, 2.5% hits; AID 2796; in the data active = activation above about 47%;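 also: 0% = vehicle wells and 100% = reference agonist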
# PAFAH1B2 FP inh: inhibitors of human PAFAH1B2 | P68402 | recombinant PAFAH1B2, FP-rhodamine activity probe, fluorescence polarization | inhibition, % at 3.39 µM | 340,000 compounds, 1.2% hits;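 active = inhibition above the mean of all tested compounds plus 3 SD, cut at about 24% in these data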;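 also: 0% = enzyme with DMSO and 100% = wells lacking PAFAH1B2; many of its hits are not listed in these tables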
# MCL1-BIM inh: disrupts human MCL1 binding to BIM-BH3 peptide; Q07820; GST-MCL1 / FITC-Bim-BH3 fluorescence polarization; inhibition, % at 10.9 µM; 320,000 compounds, 0.68% hits;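 active = inhibition above the mean inhibition of all tested compounds plus 3 SD, set per campaign, cut at about 40% in these data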;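 also: 0% = DMSO wells and 100% = unlabeled Bim-BH3 peptide control; higher means more loss of mP so more displacement of Bim peptide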
# Fam108B inh: counter-screen for RBBP9 inhibitors: inhibitors of mouse Fam108B; 300,000 compounds, 0.33% hits; recombinant Fam108B, FP-Rh probe fluorescence polarization; AID 1947; inhibition, % at 9.51 µM;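 active = inhibition above the screen mean inhibition plus 3 SD, computed separately per campaign, cut at about 18% in these data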;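 also: inhibitors lower polarization as less probe binds the enzyme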
# MEX-5 binding: C. elegans MEX-5 TCR-2 RNA binding activity; Q9XUB2; MEX-5/FITC-TCR2 RNA binding, fluorescence polarization; stronger effect = lower value; 300,000 compounds, 0.38% hits; AID 1832; activity score (negative = inhibition of binding), % at 10 µM;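 active = inhibition past about -25% in most replicates, and total fluorescence under double the plate's negative control median, limit read from the data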;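 also: 0% = DMSO and -100% = 5 µM competing unlabeled TCR2 RNA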
# pPAFAH FP inh: inhibitors of human plasma PAF acetylhydrolase (pPAFAH); 330,000 compounds, 1.5% hits; recombinant pPAFAH, FP-rhodamine probe fluorescence polarization; AID 463082; inhibition, % at 3.39 µM; Q13093;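 active = inhibition above the mean inhibition across the screen plus 3 SD, cut at about 25% in these data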;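 also: inhibitors block binding of the rhodamine activity-based probe so polarization drops; 0% = enzyme with DMSO and 100% = wells lacking pPAFAH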
# Target sequence (Q13093 whole entry, looked up): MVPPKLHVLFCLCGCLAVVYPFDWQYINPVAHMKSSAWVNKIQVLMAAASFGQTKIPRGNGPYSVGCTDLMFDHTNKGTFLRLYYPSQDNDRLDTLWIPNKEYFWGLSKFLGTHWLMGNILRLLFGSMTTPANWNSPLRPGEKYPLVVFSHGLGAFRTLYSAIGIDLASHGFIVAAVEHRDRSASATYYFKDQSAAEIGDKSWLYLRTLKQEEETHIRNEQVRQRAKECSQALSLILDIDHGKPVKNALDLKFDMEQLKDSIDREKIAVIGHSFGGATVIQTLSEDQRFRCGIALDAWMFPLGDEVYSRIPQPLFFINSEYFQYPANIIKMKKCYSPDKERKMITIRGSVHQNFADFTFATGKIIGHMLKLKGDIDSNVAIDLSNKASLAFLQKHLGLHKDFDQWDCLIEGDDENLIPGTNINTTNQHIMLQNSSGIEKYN
# PME-1 primary: blocks human protein phosphatase methylesterase 1. recombinant PME-1, FP-Rh probe fluorescence polarization. inhibition, % at 5.9 µM. 320,000 compounds, 0.53% hits. AID 2130;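 active = inhibition above the campaign mean of all compounds plus 3 SD, cut at about 26% in these data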;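 also: competitive labeling of PME-1 active site by serine hydrolase directed probe; 0% = PME-1 with DMSO and 100% = wells lacking PME-1 enzyme; inhibitors block probe labeling so polarization falls and inhibition rises; many of its hits are not listed in these tables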
# Starred values were filed as active, the others as inactive; . = not tested or not shown. Only part of the results is shown; the hit share may differ from the screen's.
SMILES,GLD-1 RNA inh,Bcl-xL primary,AHR activator,PAFAH1B2 FP inh,MCL1-BIM inh,Fam108B inh,MEX-5 binding,pPAFAH FP inh,PME-1 primary
CC1(C)CC(=O)C(N=Nc2ccc(F)cc2)=C(O)C1,1,5,-1,6,2,3,1.2,4,-5
C=CCn1c2ccccc2c(=O)c2cc(C#Cc3ccsc3)ccc21,5,2,28,.,22,-9,-3.9,-4,-14
CCCCCCCn1c(=N)n(CC(=O)c2ccco2)c2ccccc21,-6,6,36,2,4,1,1.4,1,0
Cc1cc(Cl)c(OCCN2C(=O)NC(C)(C)C2=O)c(Br)c1,7,1,1,2,1,-3,1.2,-2,-9
O=C(C1CCCCC1)N1CCc2ccccc21,0,7,4,5,1,2,-1.5,1,-3
CC(Sc1nnc(-c2ccncc2)n1-c1ccc(F)cc1)C(=O)NC1CC1 (stereo unspecified),13,6,-1,2,-2,.,.,-1,3
O=C(OCC(=O)N1CCOCC1)c1ccccc1O,1,2,-1,1,0,0,-0.3,3,-1
COc1cccc(CNC(=O)c2ccc(Cl)c(NC3=NC4CS(=O)(=O)CC4S3)c2)c1 (stereo unspecified),6,-1,0,-4,3,0,0.3,3,1
O=C(COC(=O)c1ccc2c(c1Cl)C(=O)c1ccccc1C2=O)NC1CCCCC1,2,8,-3,-5,-2,1,-0.8,53*,3
CCn1c(=O)c2c(nc(SCC(=O)NCC3CCCO3)n2C)n(C)c1=O (stereo unspecified),4,-2,0,-3,0,5,-1.6,5,7
COc1ccccc1NC(=O)c1ccccc1-c1ccccc1C(=O)O,13,5,-1,1,0,4,-1.3,1,0
COc1ccc(OCC(=O)N2CCN(S(=O)(=O)c3ccc(Cl)s3)CC2)cc1,6,4,0,10,8,.,.,0,2
CCOC(=O)Cn1nc(-c2ccccc2)ccc1=O,3,1,-5,2,3,2,1.8,3,-3
O=C(NCc1ccccc1)c1ccc(Cl)nc1,7,4,-7,.,3,-2,-0.9,2,-3
O=C(CSc1nc2ccccc2[nH]1)N/N=C/C=C\c1ccccc1[N+](=O)[O-],-4,-1,27,-2,-1,1,-0.1,13,-8
CCOC(=O)C1CCN(S(=O)(=O)c2c(C)[nH]c(=O)[nH]c2=O)CC1,-1,-3,-3,8,2,5,-0.6,-2,0
CN1CCN(C(=O)CSc2ccc(C(F)(F)F)cc2[N+](=O)[O-])CC1,0,2,28,6,1,-3,-2.4,-4,-3
COc1ccc(-c2ncc(CN3CCN(CCC(C)C)C(CCO)C3)cn2)cc1 (stereo unspecified),-4,2,3,1,-1,0,-3.3,-2,-2
O=C(O)C1CCCCC1C(=O)NC1CCCCC1 (stereo unspecified),7,-1,0,0,-5,-1,2.0,-2,-4
Cn1c(NC(=O)c2ccc(F)c(F)c2)cc(=O)n(C)c1=O,1,4,2,3,9,1,-4.7,7,1
COc1ccc(Cc2nc3ccc(C(=O)NCCn4ccnc4C)cc3o2)cc1OC,0,4,0,-2,10,-2,-1.4,-2,3
O=C1C2CC=CCC2C(=O)N1c1ccc(NCCc2ccccc2F)c([N+](=O)[O-])c1 (stereo unspecified),4,2,0,9,2,-2,-0.5,7,-1
N#Cc1ccc(C(=O)Nc2ccc([N+](=O)[O-])cc2)c(F)c1,4,-1,-6,-3,-2,1,0.5,3,1
Cc1ccc(CNC(=O)Cn2cnc3c(NC(=O)OCc4ccccc4)ncnc32)o1,-1,-1,-5,4,-4,.,.,-1,1
COc1cc(/C=N/NC(=O)c2ccccn2)cc2c1OCO2,-3,3,36,-1,-4,1,2.8,1,0
CCc1ccc2[nH]c(=O)c(C(c3nnnn3Cc3ccccc3)N3CCOCC3)cc2c1 (stereo unspecified),-2,-1,11,7,-6,-3,-0.2,-6,0
CCn1ncc2c(OCc3ccc(C#N)cc3)cc(C)nc21,5,4,-2,2,7,-3,-0.7,3,12
COC(=O)c1c(NC(=O)c2cccc(N3C(=O)CCC3=O)c2)sc2c1CCN(C(C)=O)C2,3,6,6,1,11,1,1.7,-3,4
CC(=O)c1cc(CN2CCN(Cc3ccccc3)C(CCO)C2)cs1 (stereo unspecified),-1,-3,1,2,-10,-6,0.7,0,-7
CC(C)CC(=O)Nc1ccc2c(c1)OCO2,-1,-3,7,3,0,-1,0.0,-2,0
CCCCC(=O)Nc1ccc(C(=O)Nc2ccc(OC)cc2[N+](=O)[O-])cc1,-7,26,-3,-1,-19,1,-4.1,1,-3
Cc1csc(SCC(=O)Nc2cccc(S(=O)(=O)N3CCCC3)c2)n1,5,1,0,7,-5,1,2.3,6,1
Cc1cnc(NC(=O)CCc2ccccc2)s1,-4,-1,3,1,-6,2,1.6,7,-5
COc1ccc(S(=O)(=O)N2CCCCCC2)cc1C(=O)N(C)Cc1ccc(Cl)cc1Cl,3,-2,0,2,0,-1,-7.6,9,17
COc1ccccc1NCC(=O)N/N=C/c1sccc1C,-5,2,24,4,4,4,0.0,8,0
COc1ccc(S(=O)(=O)N2CCC(C(=O)Nc3cccc(C(C)=O)c3)CC2)cc1C,4,2,2,-1,-2,0,0.8,4,9
CCOc1ccccc1OCCCC(=O)Nc1sccc1C(N)=O,-4,9,3,-5,3,0,-1.1,4,0
Cc1ccc(C(=O)NCCNC(=O)c2ccccn2)cc1,3,5,1,9,0,2,1.8,4,-4
COc1ccc(C(=O)Nc2ccccc2Cc2ccccc2)c(OC)c1,-1,3,1,1,1,-4,2.6,1,0
CC(C)(C)[C@H]1C=C(C(=O)NC2CC2)O[C@@H](OCc2ccc(CO)cc2)C1,9,3,-1,4,-3,0,1.5,5,5
Cc1ccc2[nH]c(C(=O)N3CCOCC3)cc2c1,0,6,2,6,7,6,-0.9,0,-4
Cc1ccc(CN2C(=O)CCC2C(=O)NCCCN2CCOCC2)cc1 (stereo unspecified),-7,9,1,5,10,4,0.3,-5,-7
CCC(=O)Oc1ccc(C(=O)Nc2ccc([N+](=O)[O-])cc2)cc1,2,-4,5,-2,-10,-1,1.2,6,1
Cc1cc(C)nc(SCC(=O)N2CCC(C(N)=O)CC2)n1,3,-3,-1,10,0,2,-0.2,1,-3
COc1c2c(cc3ccc(=O)oc13)CCO2,-1,1,0,5,-13,-3,0.2,5,-2

# Marked active in pPAFAH FP inh, of those listed so far:
smiles	GLD-1 RNA inh	Bcl-xL primary	AHR activator	PAFAH1B2 FP inh	MCL1-BIM inh	MEX-5 binding	pPAFAH FP inh	PME-1 primary
O=C(COC(=O)c1ccc2c(c1Cl)C(=O)c1ccccc1C2=O)NC1CCCCC1	2	8	-3	-5	-2	-0.8	53*	3

# More entries.
SMILES,GLD-1 RNA inh,Bcl-xL primary,AHR activator,PAFAH1B2 FP inh,MCL1-BIM inh,Fam108B inh,MEX-5 binding,pPAFAH FP inh,PME-1 primary
Cn1c(Cc2ccccc2)nnc1SCC(=O)NC1CC1,-2,4,0,4,-3,-1,-1.0,6,0
CCOc1ccccc1N1CC(C(=O)Nc2ccccc2N2CCOCC2)CC1=O (stereo unspecified),-5,2,6,2,3,6,-0.3,-3,0
CC(C)c1ccc(S(=O)(=O)NC2CCS(=O)(=O)C2)cc1 (stereo unspecified),-5,4,0,3,10,7,0.2,-1,8
COc1ccc(-n2ncc3c(NCC4CCCO4)ncnc32)cc1 (stereo unspecified),-8,1,11,-5,3,0,.,2,1
O=C(CN1CCOCC1)Nc1cc(Cl)ccc1Cl,-6,-2,1,2,2,5,3.5,1,7
Cc1cccc(-n2c(CNC(=O)c3ccc(S(=O)(=O)N4CCCC4)cc3)n[nH]c2=S)c1,-2,-1,-1,6,-8,-4,-1.3,-2,3
CC1CC(Nc2ccccc2)c2ccccc2N1C(=O)c1ccco1 (stereo unspecified),-2,6,-1,0,1,1,-0.8,4,7
c1ccc(N/N=C(\Cc2nc3ccccc3[nH]2)c2ccccc2)cc1,-4,4,149*,-5,7,10,.,1,17
CCCSc1nc2c(cnn2-c2ccc(F)cc2)c(=O)[nH]1,2,5,17,0,8,-3,-1.5,2,-6
Cc1noc(C)c1CSc1nnnn1-c1ccc(Cl)cc1,-3,-1,0,0,1,1,2.3,2,-1
NC(=O)N/N=C/c1cc(Br)ccc1OCC(=O)NCc1ccccc1,2,4,20,4,4,1,0.0,6,3
COc1cccc(C(=O)COc2ccc3c(C)c(Cc4ccccc4)c(=O)oc3c2)c1,3,0,3,3,-6,-7,1.9,3,-13
CCn1cc(C(=O)Nn2cnnc2)c(=O)c2ccc(C)nc21,0,5,24,-1,4,11,0.1,-3,-9
CCn1c(SCC(=O)N2CCCCC2)nc2c(c1=O)SC(C)C2 (stereo unspecified),2,0,1,3,-4,1,1.3,-2,0
CNC(=O)c1[nH]cnc1C(=O)Nc1ccc(Cl)cc1,-2,0,121*,6,1,-5,-0.5,-4,1
Cc1nc(SCc2nc3ccccc3[nH]2)c2oc3ccc(Br)cc3c2n1,0,.,38,-2,.,.,.,-13,.
OCCC#Cc1ccc(CN2CCN(CCc3ccccc3)C(CCO)C2)cc1 (stereo unspecified),-2,4,2,3,15,3,-0.3,5,-5
Cc1cc(Br)cn2ccnc12,6,6,-3,4,6,2,2.3,0,2
COc1ccc(-n2nc(C(=O)NCCCN3CCCC3=O)c3c4ccccc4n(C)c3c2=O)cc1Cl,8,0,3,0,2,-5,-2.3,4,-2
Cn1cc(C(c2ccccn2)c2cn(C)c3ccccc23)c2ccccc21,-2,2,17,3,-2,2,-1.3,6,4
C/C=C(\C)CN1CCN(c2cccc(C)c2C)CC1,11,1,1,4,3,0,-0.6,4,-3
CCN(c1ccc(OC)cc1)S(=O)(=O)c1ccc2c(c1)CC(C)N2C(=O)C1CC1 (stereo unspecified),6,3,1,1,9,-1,-1.5,0,7
CCNc1nc(NCC)nc(C(=O)Nc2ccccc2)n1,4,0,15,6,3,4,5.6,-1,-8
CCOc1ccc(NC(=O)Nc2c(C)n(C)n(-c3ccccc3)c2=O)cc1,-2,1,2,3,-11,3,-2.5,-1,1
Cc1cc(=O)[nH]c(SCC(=O)NC(c2ccccc2)c2ccccc2)n1,-3,-4,2,3,0,0,1.1,4,6
O=C(Nc1cccc2ncccc12)c1ccc(F)cc1,5,7,33,3,6,5,-1.1,2,-4
O=C(NNC(=S)NC(=O)c1ccccc1)c1cccnc1,-3,9,4,3,8,3,9.8,-3,0
Cc1cccc(/C=N/n2c(C)nc3ccccc3c2=O)c1,-1,3,6,5,-2,-2,-2.1,2,-2
CC(=O)Nc1ccc(C(=O)OCC(=O)Nc2ccc([N+](=O)[O-])cc2C(F)(F)F)cc1,4,5,1,1,8,-4,-0.9,2,4
Cc1cc(OCc2cc(C(=O)N3CCN(CC4CC4)CC3)no2)cc(C)c1Cl,6,2,0,-3,5,2,2.3,6,-5
CCOc1ccc(N2C(=O)Nc3ccc(Br)cc3C2(O)C(=O)NCCN(C)C)cc1 (stereo unspecified),-1,-2,6,5,2,-4,1.4,5,1
O=C(CSc1n[nH]c(-c2ccco2)n1)Nc1sc2c(c1C(=O)Nc1ccccc1)CCCC2,6,5,48*,1,15,-8,1.9,1,-11
